NCI-60 one-dose screen, 48 h, at 10 µM unless noted. Numbers give growth in % (100 = growth as untreated, 0 = no growth, -100 = all killed).
786-0 – 786-0 renal cancer cells; 81,000 compounds, 5.1% hits; AID 1794775
UO-31 – UO-31 renal cancer | 81,000 compounds, 5.2% hits | AID 1794768
A498 – A498 renal cancer cells; AID 1794774; 76,000 compounds, 5.4% hits
ACHN – ACHN renal cancer. 81,000 compounds, 4.9% hits. AID 1794771
RXF 393 – RXF 393 renal cancer cells | 77,000 compounds, 6.9% hits | AID 1794773
SN12C – SN12C renal cancer cells; AID 1794767; 81,000 compounds, 3.8% hits
U251 – U251 CNS tumor cells; 80,000 compounds, 5.4% hits
TK-10 – TK-10 renal cancer cells. 81,000 compounds, 3.9% hits. AID 1794769
CAKI-1 – CAKI-1 renal cancer; 75,000 compounds, 4.7% hits; AID 1794772
Active calls of the source: *; / = no result given; & = joins results of further samples. Rule for the calls: active = growth percent below 10; inactive = the rest. Random draw from the library, and some 12% of all compounds hit somewhere here.

SMILES,786-0,UO-31,A498,ACHN,RXF 393,SN12C,U251,TK-10,CAKI-1
O=S(=O)(O)c1ccc(N=Nc2ccc(O)c3ccccc23)cc1,106.6,67.4,84.6,95.1,109.6,95.3,110.3,123.0,89.7
Cc1cc(=O)n(C(=O)Nc2ccccc2Cl)c2cc(O)ccc12,103.3,76.9,109.0,100.3,109.3,98.5,98.6,100.8,92.3
c1ccc2c(c1)NC1(CCSCC1)n1nccc1-2,93.4,79.8,/,101.3,111.5,100.2,101.7,90.5,97.3
C[C@]12CC(=O)C[C@@H]1C[C@H]1CC[C@]3(C)CC4(C[C@H]3C[C@H]1C2)SCCS4(=O)=O (stereo partly drawn),88.4,77.6,95.7,81.3,98.9,90.4,100.2,105.7,80.9
OCC[C@H]1C[C@H]1/C=C/c1ccccc1,98.5,85.1,106.5,101.2,106.9,96.2,95.2,100.6,98.6
COc1ccc2c(c1)c(CC(=O)[Se]C)c(C)n2C(=O)c1ccc(Cl)cc1,9.5*,14.7,/,10.4,4.4*,-4.2*,14.9,-58.4*,-35.1*
CCCCC(NC(=O)CNC(=O)c1cccc(N2C(=O)/C(=C/c3ccccc3)SC2=S)c1)C(=O)O (stereo not drawn),103.6,78.5,88.3,94.5,103.0,88.1,103.4,102.7,92.0
CCOC(=O)C(C#N)C1C=Cc2ccccc2N1C(=O)c1ccccc1 (stereo not drawn),103.5&96.1,84.5&60.6,119.2&107.3,111.8&101.1,101.8&112.9,103.6&101.0,96.3&100.2,142.8&116.0,81.6&96.6
O=C(Nc1cccc(NC(=O)c2ccccn2)c1)c1ccc(F)cc1,89.3,83.1,78.9,106.1,109.4,103.6,100.7,161.4,98.7
C#CCNc1nc(NN2C(=O)c3cccc4cccc(c34)C2=O)nc(N2CCOCC2)n1,97.7,69.1,71.4,92.9,89.8,92.2,/,103.8,72.7
CCCCC(=O)N/N=C/c1cc(I)cc(I)c1O,56.9,34.9,70.4,23.6,74.6,56.3,/,49.3,21.6
ClC(Cl)(Cl)c1nc2ccccc2s1,105.1,57.8,100.8,98.6,131.2,87.8,86.7,111.5,99.0
O=C(Nc1ccc(-n2ccc3c(NC(=O)c4ccccc4)nccc32)cc1)Nc1cccc(C(F)(F)F)c1,88.1,78.0,80.7,62.2,10.3,79.2,32.3,/,68.6
CCOC(=O)c1ccc(NC(=O)c2cn(-c3ccccc3)nc2-c2ccncc2)cc1,101.2,90.7,85.8,91.8,105.6,103.5,82.7,119.7,99.3
O=C(Cc1ccc(Cl)cc1)c1ccccc1,95.0,94.1,103.7,115.2,115.2,102.3,104.7,109.3,119.3
COCCN(/N=N/c1nc[nH]c1C(N)=O)C(C)(C)C,82.0,70.5,108.4,86.5,140.0,105.9,102.6,73.1,57.5
CCCCn1cnc2c(SCc3ccccc3Cl)nc(N)nc21,93.4,77.3,68.4,91.6,96.7,88.5,81.7,88.7,87.1
CC(=O)N1N=C(c2ccc(-n3ccc(C(F)(F)F)n3)c(F)c2)CC1c1ccc[nH]1 (stereo not drawn),102.1,92.7,/,108.7,116.0,102.1,99.3,108.1,95.4
CC/C=C\C[C@H](O)C/C=C1/C(=O)C=C[C@@H]1C/C=C\CCCC(=O)O,68.5,74.3,90.9,84.5,94.2,46.2,3.3*,103.4,83.9
COc1ccc(CCC(=O)c2ccccc2)cc1,94.3,82.8,102.9,102.9,/,94.1,97.8,/,92.6
CN(C)c1ccc(/C=C(/C#N)C(N)=O)cc1,121.2,84.7,101.1,102.2,82.8,92.9,97.8,105.6,81.8
COC(=O)c1c2c(c(C)[n+]([O-])c1C)C(=O)C(NCc1ccc(F)cc1)=CC2=O,48.7,71.9,98.6,48.3,56.9,-2.0*,-13.9*,81.4,50.7
NCc1cccc(CN)c1,109.8,91.8,100.7,96.6,104.7,103.4,95.9,107.8,110.5
COc1ccc(C(C(=O)NCc2ccccc2)N(Cc2ccc(C)o2)C(=O)CNC(=O)OC(C)(C)C)cc1OC (stereo not drawn),94.3,74.2,118.0,93.5,110.0,104.9,99.1,101.7,141.8
N#Cc1c(N)nc2c(c1N)C(Sc1ccc(F)cc1)c1ccc(O)cc1O2 (stereo not drawn),90.4,46.1,78.5,107.5,113.9,86.3,99.0,71.9,/
COc1cc(NC(=O)Nc2cnc(Nc3ccc(N4CCOCC4)cc3)nc2Oc2ccc(C(F)(F)F)cc2)cc(OC)c1,108.9,84.7,110.0,104.6,109.7,101.7,97.3,115.7,/
CC(C)(C)NC(=O)N/C(N)=N/c1nc2ccccc2s1,93.8,75.3,89.7,86.1,104.5,92.9,84.9,114.3,68.0
C[C@@H]1C[C@H]2C(=O)O[C@@H](C)[C@H](NC(=O)[C@H](Cc3cc(F)cc(F)c3)NC(=O)Nc3ccc(Cl)cc3F)C(=O)N3C[C@H](O)C[C@H]3C(=O)N3CCN(C)C[C@H]3C(=O)N[C@@H](C)C(=O)N2C1,74.1,83.0,33.1,103.7,88.1,22.9,21.1,91.7,72.7
O=C1/C(=C/c2ccc(Cl)c(Cl)c2)SC(=S)N1C1c2ccccc2Oc2ccccc21,88.9,88.0,99.2,90.5,100.4,/,90.9,92.5,89.0
CN(C)c1ccc(C(c2ccc(N(C)C)cc2)c2ccc([N+](=O)[O-])cc2)cc1,94.5,78.5,/,104.4,114.0,106.3,101.4,100.4,/
C=C(C)[C@@H]1CC[C@]2(C(=O)OC)CC[C@]3(C)[C@H](CC[C@@H]4[C@@]5(C)C/C(=C/c6ccc(Br)cc6)C(=O)C(C)(C)[C@@H]5CC[C@]43C)[C@@H]12,102.5,84.9,97.7,100.8,108.3,97.2,/,94.4,88.5
Cc1ccc2nc(C)[nH]c2c1,98.9,82.3,115.0,114.9,139.5,109.5,99.6,98.7,103.1
Cc1ccc(S(=O)(=O)N/N=C2\CCCc3ccccc32)cc1,115.7,88.1,91.8,94.9,103.0,112.3,/,119.3,89.8
COC(=O)C1(O)NC(=C(C#N)C#N)C(C#N)=C1C(=O)c1ccc(OC)cc1 (stereo not drawn),103.4,71.7,99.5,95.3,109.8,94.4,92.7,135.6,/
COc1ccc(/C=C/C(=O)c2ccc(NC(=O)CN3CCN(c4cc5c(cc4F)c(=O)c(C(=O)O)cn5C4CC4)CC3)cc2)cc1,89.8,90.5,111.8,113.6,98.4,95.9,98.6,105.8,93.0
O=S(=O)(Nc1ncccn1)c1ccc(N=Nc2ncccc2O)cc1,97.5,84.0,115.3,100.4,107.5,110.5,102.2,103.8,95.9
S=C(NCc1ccccc1)C(=S)NCc1ccccc1,83.9,62.4,85.5,95.9,85.7,95.2,98.4,95.6,141.1
COc1ccc(CCNC(=O)c2cc(S(=O)(=O)N3CC(C)CC(C)C3)ccc2Sc2ccc(F)cc2)cc1OC (stereo not drawn),87.1,67.8,88.6,96.8,83.3,87.4,85.8,104.6,94.0

Nothing new here: an excerpt of the list.
SMILES,786-0,UO-31,A498,ACHN,RXF 393,SN12C,U251,TK-10,CAKI-1
O=S(=O)(O)c1ccc(N=Nc2ccc(O)c3ccccc23)cc1,106.6,67.4,84.6,95.1,109.6,95.3,110.3,123.0,89.7
Cc1cc(=O)n(C(=O)Nc2ccccc2Cl)c2cc(O)ccc12,103.3,76.9,109.0,100.3,109.3,98.5,98.6,100.8,92.3
c1ccc2c(c1)NC1(CCSCC1)n1nccc1-2,93.4,79.8,/,101.3,111.5,100.2,101.7,90.5,97.3
C[C@]12CC(=O)C[C@@H]1C[C@H]1CC[C@]3(C)CC4(C[C@H]3C[C@H]1C2)SCCS4(=O)=O (stereo partly drawn),88.4,77.6,95.7,81.3,98.9,90.4,100.2,105.7,80.9
OCC[C@H]1C[C@H]1/C=C/c1ccccc1,98.5,85.1,106.5,101.2,106.9,96.2,95.2,100.6,98.6
COc1ccc2c(c1)c(CC(=O)[Se]C)c(C)n2C(=O)c1ccc(Cl)cc1,9.5*,14.7,/,10.4,4.4*,-4.2*,14.9,-58.4*,-35.1*
CCCCC(NC(=O)CNC(=O)c1cccc(N2C(=O)/C(=C/c3ccccc3)SC2=S)c1)C(=O)O (stereo not drawn),103.6,78.5,88.3,94.5,103.0,88.1,103.4,102.7,92.0
CCOC(=O)C(C#N)C1C=Cc2ccccc2N1C(=O)c1ccccc1 (stereo not drawn),103.5&96.1,84.5&60.6,119.2&107.3,111.8&101.1,101.8&112.9,103.6&101.0,96.3&100.2,142.8&116.0,81.6&96.6
O=C(Nc1cccc(NC(=O)c2ccccn2)c1)c1ccc(F)cc1,89.3,83.1,78.9,106.1,109.4,103.6,100.7,161.4,98.7
